UGM FP inh = M. tuberculosis UGM enzyme inhibitors, primary screen, biochemical, fluorescence polarization, single point; inhibition, % at 10 µM; AID 504406, 2011; actives 0.06% (n = 320,000); UDP-galactopyranose mutase (Mycobacterium tuberculosis (strain ATCC 25618 / H37Rv)), …; purified UGM, fluorescence polarization probe displacement; in the data active = inhibition above about 10%, passing the limit was not always enough; inconclusive = no clear call, values can overlap the other calls
Target sequence (P9WIQ1 whole entry, looked up): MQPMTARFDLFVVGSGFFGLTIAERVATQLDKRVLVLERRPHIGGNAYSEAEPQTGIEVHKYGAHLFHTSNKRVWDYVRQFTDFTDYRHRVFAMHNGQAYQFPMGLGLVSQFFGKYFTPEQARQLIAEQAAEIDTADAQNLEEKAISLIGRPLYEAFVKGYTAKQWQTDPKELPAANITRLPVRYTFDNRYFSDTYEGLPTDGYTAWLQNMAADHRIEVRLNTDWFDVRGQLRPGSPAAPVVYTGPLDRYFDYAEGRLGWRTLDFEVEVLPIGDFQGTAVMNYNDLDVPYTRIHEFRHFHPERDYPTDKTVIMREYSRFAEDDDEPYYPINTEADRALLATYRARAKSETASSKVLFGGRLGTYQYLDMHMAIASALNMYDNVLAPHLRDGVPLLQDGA
GDH-TPI inh = GDH-TPI coupling enzyme inhibitors, primary screen, artefact control for M. tuberculosis FBA inhibitor project, biochemical, absorbance, full deck; GDH-TPI coupled enzyme counterscreen, NADH absorbance; inhibition, % at 4.8 µM; actives 1.2% (n = 360,000);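 note: 0% = DMSO wells and 100% = wells lacking the enzyme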
FadD28 FP inh = inhibitors of FadD28 bisubstrate probe binding, primary screen, biochemical, fluorescence polarization, single point; actives 0.22% (n = 360,000); inhibition, % at 12.5 µM; AID 588549, 2011; Mycobacterium tuberculosis FadD28 fatty-acid-AMP ligase; in the data active = inhibition above about 8.5%, passing the limit was not always enough; inconclusive = no clear call, values can overlap the other calls
BoNT-A LC inh2 = BoNT/A light chain protease inhibitors, primary screen, biochemical, flow cytometry, MLPCN library; Botulinum neurotoxin type A light chain protease (Clostridium botulinum A str. ATCC 3502); multiplex microsphere protease substrate cleavage; inhibition, % at 10 µM; actives 0.17% (n = 360,000); AID 588499, 2011; in the data active = inhibition above about 30%; inconclusive = no clear call, values can overlap the other calls; note: plate controls were buffer without enzyme for full effect and enzyme alone for no effect
BoNT-F LC inh = BoNT/F light chain protease inhibitors, primary screen, biochemical, flow cytometry, MLPCN library. Multiplex microsphere protease cleavage assay. inhibition, % at 10 µM. actives 0.22% (n = 360,000). AID 588497, 2011; in the data active = inhibition above about 35%, passing the limit was not always enough; inconclusive = no clear call, values can overlap the other calls; note: plate controls were buffer without enzyme for full effect and enzyme alone for no effect
BioA inh = M. tuberculosis BioA enzyme inhibitors, primary screen, biochemical, plate reader, single point, HTS; 7,8-diaminopelargonic acid synthase BioA (Mycobacterium tuberculosis); purified M. tuberculosis BioA enzyme; inhibition, % at 9.99 µM; actives 0.096% (n = 360,000); AID 602481, 2012; in the data active = inhibition above about 40%; inconclusive = no clear call, values can overlap the other calls
Mtb FBA inh = Mtb FBA enzyme inhibitors, primary screen, biochemical, fluorescence, strain H37Rv; inhibition, % at 1 µM; purified M. tuberculosis FBA, fluorescence read-out; actives 2.3% (n = 360,000); in the data active = inhibition above about 27%;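 note: 0% = vehicle and 100% = reference inhibitor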
Target sequence (P9WQA3 whole entry, looked up): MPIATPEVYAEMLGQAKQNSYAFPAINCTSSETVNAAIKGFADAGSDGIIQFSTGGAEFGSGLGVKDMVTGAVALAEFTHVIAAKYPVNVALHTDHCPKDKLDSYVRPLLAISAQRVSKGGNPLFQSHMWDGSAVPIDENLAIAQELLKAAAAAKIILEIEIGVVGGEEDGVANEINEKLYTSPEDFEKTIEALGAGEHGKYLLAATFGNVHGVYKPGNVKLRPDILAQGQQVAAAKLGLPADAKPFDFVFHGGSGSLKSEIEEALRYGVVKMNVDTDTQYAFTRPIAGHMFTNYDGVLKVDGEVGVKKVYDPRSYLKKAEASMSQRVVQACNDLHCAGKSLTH
PrPC surface inh = inhibitors of human cell surface prion protein PrPC, primary screen, cell-based, TR-FRET. Major prion protein (Homo sapiens), P04156. TR-FRET read-out. actives 0.43% (n = 370,000). inhibition, % at 13.8 µM; in the data active = inhibition above about 24%; note: 0% = median of the test wells and 100% = reference compound wells
CCHF vOTU inh = CCHFV vOTU protease inhibitors, primary screen, biochemical, Pep-AMC substrate, fluorescence; inhibition, % at 11.5 µM; Crimean-Congo hemorrhagic fever virus L polyprotein viral ovarian tumor (vOTU) protease …; actives 0.55% (n = 370,000); note: 0% = vehicle wells with enzyme and 100% = no enzyme wells
* = called active by the depositor. Cut-off read from the data, not from the text of the source, unless noted: active = inhibition above about 30%; inactive = the rest. This is a random part of the collection; 4.8% or so of the library scored in one or more.

`O=C1NC(=O)c2cc(NC(=O)c3cccc4ccccc34)ccc21` gave UGM FP inh 0.5, GDH-TPI inh -4, FadD28 FP inh -0.3, BoNT-A LC inh2 0.2, BoNT-F LC inh 2, BioA inh -2.1, Mtb FBA inh 10, PrPC surface inh -1 and CCHF vOTU inh -5.
Screening COC(=O)c1nc(N)sc1C(C)C returned UGM FP inh -2.7, GDH-TPI inh -3, FadD28 FP inh 0.9, BoNT-A LC inh2 -2.3, BoNT-F LC inh -8, Mtb FBA inh -3, PrPC surface inh -1 and CCHF vOTU inh 13.
Screening CC(C)C1Nc2ccc(C(=O)NCc3ccco3)cc2NC1=O (stereo not drawn) returned UGM FP inh -0.4, GDH-TPI inh 5, FadD28 FP inh -1.1, BoNT-A LC inh2 -0.7, BoNT-F LC inh 2, BioA inh -0.8, Mtb FBA inh 8, PrPC surface inh -8 and CCHF vOTU inh 8.
Screening O=c1c2ccccc2nc(SCc2ccc([N+](=O)[O-])cc2)n1-c1ccccc1 returned UGM FP inh -2.0, GDH-TPI inh 7, FadD28 FP inh 1.0, BoNT-A LC inh2 -1.6, BoNT-F LC inh -14, Mtb FBA inh -3, PrPC surface inh 7 and CCHF vOTU inh 13.
Screening COc1ccc(-c2nc(CNS(=O)(=O)c3ccc(OC)c(OC)c3)cs2)cc1 returned UGM FP inh 0.6, GDH-TPI inh 9, FadD28 FP inh -6.2, BoNT-A LC inh2 3.7, BoNT-F LC inh 0, BioA inh 1.2, Mtb FBA inh 5, PrPC surface inh -1 and CCHF vOTU inh 10.
CC(C)(C)c1ccc(COC(=O)CNC(=O)CNC(=O)Cc2ccccc2)cc1 was read as UGM FP inh 1.0, GDH-TPI inh 4, FadD28 FP inh -3.9, BoNT-A LC inh2 1.1, BoNT-F LC inh 0, BioA inh -0.7, Mtb FBA inh -2, PrPC surface inh 7 and CCHF vOTU inh 19.
`Cc1nn(C)cc1CNC(=O)c1ccc(F)cc1` gave UGM FP inh -2.6, GDH-TPI inh 6, FadD28 FP inh 0.7, BoNT-A LC inh2 0.6, BoNT-F LC inh 6, Mtb FBA inh 3, PrPC surface inh 1 and CCHF vOTU inh 0.
`COCCNc1nc(Oc2ccccc2)c2sccc2n1` gave GDH-TPI inh 9, FadD28 FP inh -4.3, BoNT-A LC inh2 -0.6, BoNT-F LC inh 2, BioA inh 1.4, Mtb FBA inh 8, PrPC surface inh 3 and CCHF vOTU inh 2.
O=C(Nc1ccncc1)c1ccc(Cl)c(S(=O)(=O)N2CCCCC2)c1 was read as UGM FP inh -2.8, GDH-TPI inh 3, FadD28 FP inh -12, BoNT-A LC inh2 5.4, BoNT-F LC inh 16, BioA inh 1.1, Mtb FBA inh 2, PrPC surface inh 12 and CCHF vOTU inh 18.
Screening O=C(Nc1cccc(-c2cscn2)c1)C1CCN(Cc2ccccn2)CC1 returned GDH-TPI inh 3, FadD28 FP inh -1.5, BoNT-A LC inh2 0.0, BoNT-F LC inh 6, BioA inh -2.3, Mtb FBA inh 2, PrPC surface inh -2 and CCHF vOTU inh -10.
`CCN(CC)S(=O)(=O)c1cccc(-c2nc3n(n2)Cc2ccccc2-3)c1` gave UGM FP inh 2.9, GDH-TPI inh -4, FadD28 FP inh -1.8, BoNT-A LC inh2 0.4, BoNT-F LC inh -5, BioA inh -5.2, Mtb FBA inh -2, PrPC surface inh 5 and CCHF vOTU inh -3.
For COc1ccc(N2CCN(c3nc4c(c(=O)n(C)c(=O)n4C)n3CCCc3ccccc3)CC2)cc1 the results were UGM FP inh -2.1, GDH-TPI inh 2, FadD28 FP inh 0.0, BoNT-A LC inh2 -0.8, BoNT-F LC inh 0, BioA inh -1.1, Mtb FBA inh -1, PrPC surface inh 0 and CCHF vOTU inh -6.
O=C(CSc1nccc(=O)[nH]1)N1c2ccccc2CCc2ccccc21 was read as UGM FP inh 2.1, GDH-TPI inh 4, FadD28 FP inh -0.1, BoNT-A LC inh2 -0.5, BoNT-F LC inh -4, BioA inh -0.5, Mtb FBA inh 3, PrPC surface inh -3 and CCHF vOTU inh -5.
Screening O=C(O)c1cccc(Oc2ccc(C(=O)O)c([N+](=O)[O-])c2)c1 returned GDH-TPI inh 1, FadD28 FP inh -2.8, BoNT-A LC inh2 -0.2, BoNT-F LC inh -1, BioA inh -0.9, Mtb FBA inh -4, PrPC surface inh -6 and CCHF vOTU inh 13.
Screening Cc1nc2sc3c(c2c(=O)n1NC(=O)CCl)CCCC3 returned UGM FP inh 1.9, GDH-TPI inh -1, FadD28 FP inh -0.6, BoNT-A LC inh2 -1.0, BoNT-F LC inh 1, BioA inh -3.3, Mtb FBA inh 1, PrPC surface inh -2 and CCHF vOTU inh 6.
`CCOC(=O)c1c(NC(=O)CNCC(O)CO)sc(C)c1C` (stereo not drawn) gave UGM FP inh 0.5, GDH-TPI inh 5, FadD28 FP inh -3.4, BoNT-A LC inh2 -0.4, BoNT-F LC inh -2, BioA inh 1.1, Mtb FBA inh 1, PrPC surface inh -3 and CCHF vOTU inh -6.
For COc1ccc(C(O)c2nc(-c3ccccc3)cs2)cc1 (stereo not drawn) the results were GDH-TPI inh 19, FadD28 FP inh -0.3, BoNT-A LC inh2 -0.6, BoNT-F LC inh -4, BioA inh -2.4, Mtb FBA inh 2, PrPC surface inh 3 and CCHF vOTU inh -6.
`CCCN(C(=O)COc1ccc(C(C)=O)cc1OC)C1CCS(=O)(=O)C1` (stereo not drawn) gave UGM FP inh 1.2, GDH-TPI inh 5, FadD28 FP inh -2.3, BoNT-A LC inh2 0.8, BoNT-F LC inh -3, BioA inh -0.4, Mtb FBA inh 2, PrPC surface inh -6 and CCHF vOTU inh 5.
For Cc1nnc(SCCn2c(N3CCN(C)CC3)nc3c2c(=O)n(C)c(=O)n3C)s1 the results were UGM FP inh -0.8, GDH-TPI inh 5, FadD28 FP inh -1.0, BoNT-A LC inh2 inconclusive, BoNT-F LC inh inconclusive, BioA inh 1.1, Mtb FBA inh 2, PrPC surface inh 5 and CCHF vOTU inh -3.
For COc1ccc(C(=O)NC(=S)Nc2ccc(S(=O)(=O)Nc3cc(OC)ncn3)cc2)cc1 the results were UGM FP inh -1.5, GDH-TPI inh 5, FadD28 FP inh -0.2, BoNT-A LC inh2 0.9, BoNT-F LC inh -2, BioA inh -2.8, Mtb FBA inh 0, PrPC surface inh 3 and CCHF vOTU inh -6.
CC1CCCCC1NC(=O)CN1C(=O)NC(C)(c2cc(F)ccc2F)C1=O (stereo not drawn) was read as UGM FP inh -2.1, GDH-TPI inh 3, BoNT-A LC inh2 2.3, BoNT-F LC inh 1, BioA inh -2.0, Mtb FBA inh 5, PrPC surface inh 1 and CCHF vOTU inh -14.
For Cc1ccc(S(=O)(=O)CC(=O)N2CCN(c3ccccc3F)CC2)cc1 the results were UGM FP inh -1.9, GDH-TPI inh 1, FadD28 FP inh 0.4, BoNT-A LC inh2 1.8, BoNT-F LC inh -10, BioA inh 0.1, Mtb FBA inh 0, PrPC surface inh 0 and CCHF vOTU inh -6.
`COc1cccc(-n2nc(-c3ccnn3-c3cccc(Cl)c3)c(=O)n(C)c2=O)c1` gave UGM FP inh 2.5, GDH-TPI inh 22, FadD28 FP inh -2.7, BoNT-A LC inh2 -0.2, BoNT-F LC inh -7, BioA inh -2.5, Mtb FBA inh -3, PrPC surface inh 1 and CCHF vOTU inh -5.
Screening CN(CC(=O)Nc1ccccc1Br)C(=O)c1cc2c(s1)CCCCC2 returned UGM FP inh -0.5, GDH-TPI inh -1, FadD28 FP inh 0.7, Mtb FBA inh 2, PrPC surface inh 6 and CCHF vOTU inh 13.
CC1CC(=O)Nc2ccccc2N1S(=O)(=O)c1ccccc1 (stereo not drawn) was read as UGM FP inh 1.8, GDH-TPI inh -4, FadD28 FP inh -2.5, BoNT-A LC inh2 -0.2, BoNT-F LC inh 20, Mtb FBA inh 1, PrPC surface inh -3 and CCHF vOTU inh -14.
For O=C(CCSc1ccccc1)N1CCN(c2ccccc2)CC1 the results were UGM FP inh -3.3, GDH-TPI inh 16, FadD28 FP inh -0.5, BoNT-A LC inh2 -0.7, BoNT-F LC inh 5, BioA inh -3.1, Mtb FBA inh 5, PrPC surface inh 4 and CCHF vOTU inh -4.
Cc1cc([N+](=O)[O-])ccc1NCc1ccc2c(c1)OCCO2 was read as UGM FP inh -1.2, GDH-TPI inh 0, FadD28 FP inh -2.8, BoNT-A LC inh2 -2.8, BoNT-F LC inh 16, BioA inh 0.3, Mtb FBA inh -5, PrPC surface inh 7 and CCHF vOTU inh 1.
O=C(c1cccc(F)c1)N1CCN(S(=O)(=O)c2ccccc2)CC1 was read as UGM FP inh 0.1, GDH-TPI inh -5, FadD28 FP inh -4.4, BoNT-A LC inh2 0.1, BoNT-F LC inh -1, BioA inh 0.8, Mtb FBA inh -1, PrPC surface inh -3 and CCHF vOTU inh 6.
COc1ccccc1NS(=O)(=O)c1cc(NC(=O)C2CCCO2)ccc1C (stereo not drawn) was read as UGM FP inh 3.6, GDH-TPI inh 0, FadD28 FP inh -1.4, BioA inh -1.2, Mtb FBA inh 0, PrPC surface inh -3 and CCHF vOTU inh -13.
`Cc1sc2nc(CSCC(=O)Nc3ccc(C(=O)N(C)C)cc3)[nH]c(=O)c2c1C` gave UGM FP inh -3.6, GDH-TPI inh 1, FadD28 FP inh -1.6, BioA inh 0.1, Mtb FBA inh 3, PrPC surface inh -9 and CCHF vOTU inh -13.
CCc1noc(C)c1C(=O)Nc1nc2c(C)cc(C)cc2s1 was read as UGM FP inh 0.8, GDH-TPI inh 9, FadD28 FP inh 0.5, BoNT-A LC inh2 -2.1, BoNT-F LC inh -6, BioA inh -1.3, Mtb FBA inh 2, PrPC surface inh -3 and CCHF vOTU inh 5.
Screening COC(=O)c1cc(NC(=O)c2ccccc2)c(=O)oc1C/C=N\OCc1ccc(Cl)cc1Cl returned UGM FP inh -1.3, GDH-TPI inh 1, FadD28 FP inh -4.9, BoNT-A LC inh2 -1.1, BoNT-F LC inh -15, BioA inh -1.9, Mtb FBA inh -1, PrPC surface inh 0 and CCHF vOTU inh 4.
For CC(=O)NC(=S)NNC(=O)CCc1ccccc1 the results were UGM FP inh 0.9, GDH-TPI inh 1, FadD28 FP inh -0.9, BoNT-A LC inh2 -0.9, BoNT-F LC inh 0, Mtb FBA inh 0, PrPC surface inh -1 and CCHF vOTU inh -6.
`CCCOc1ccc(F)cc1-c1cc(C(=O)NC2CCCCC2)[nH]n1` gave GDH-TPI inh 14, FadD28 FP inh -3.1, BoNT-A LC inh2 0.0, BoNT-F LC inh 3, BioA inh 0.4, Mtb FBA inh 5, PrPC surface inh 13 and CCHF vOTU inh -4.
For Cc1ccc(SCCNC(=O)c2cccc([N+](=O)[O-])c2C)cc1 the results were UGM FP inh -1.6, GDH-TPI inh -2, FadD28 FP inh -4.1, BoNT-A LC inh2 2.0, BoNT-F LC inh -22, BioA inh -1.2, Mtb FBA inh 1, PrPC surface inh 0 and CCHF vOTU inh 0.
Screening CC(C)=NNc1cc([N+](=O)[O-])cc2c1C(=O)N(C)S2=O (stereo not drawn) returned UGM FP inh 4.0, GDH-TPI inh -3, FadD28 FP inh -0.5, BoNT-A LC inh2 0.2, BoNT-F LC inh -6, Mtb FBA inh -4, PrPC surface inh -18 and CCHF vOTU inh -3.

Bioassay records deposited in PubChem by several laboratories.
